INS-1E GSIS act: primary screen for activators of insulin secretion dependent on glucose, INS-1E cells, GLuc reporter luminescence | activation, % at 16.6 µM | INS-1E GLuc reporter insulin secretion, 2-3 h | hit rate 0.61% among 370,000;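 active = lowest replicate activation of at least 40%, so every replicate reaches that level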;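 also: 0% = median of neutral control wells and 100% = median of IBMX positive control wells; some compounds called inactive have numbers as strong as hits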
PAX8 inh HTS: lowers PAX8-driven luciferase in RMG-I cells; hit rate 1.2% among 360,000; RMG-I TPO-luciferase reporter, SteadyGlo, 24 h; inhibition, % at 12.6 µM; AID 652154;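 active = mean replicate inhibition at least 60% with every replicate also reaching 60%; inconclusive = only one of the two criteria is met; inactive = mean below 60% and not all replicates reaching 60%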;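 also: luciferase light reporting Pax8 driven TPO promoter activity; plate controls were median of neutral control wells for no effect and mitoxantrone controls for full effect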
EWS-Fli inh: blocks EWS/Fli oncoprotein-driven transcription; A673 NR0B1-luciferase reporter, viability-normalised; inhibition, % at 12.6 µM; hit rate 0.67% among 350,000;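 active = mean inhibition of at least 50% after viability correction, with every replicate also passing that limit; inconclusive = mean reaches 50% but only one of two replicates passes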;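 also: firefly luciferase signal divided by Alamar Blue viability fluorescence both relative to DMSO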
miR-122 sensor: miR-122 inhibition in Huh7 cells | Huh7 miR-122 Renilla luciferase sensor, 48 h; neutral wells = 0, positive control = 100 | activation (reporter increase), % at 12.5 µM | hit rate 0.3% among 340,000 | AID 602342;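 active = mean replicate activation score at least 90 and every replicate individually at or above 90; inconclusive = only one of the two criteria met; inactive = neither criterion met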;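 also: higher luciferase means less miR-122 activity so hits act as miR-122 inhibitors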
DENV2 CPE rescue: protects cells from dengue virus 2 cytopathic effect | DENV2-infected cells, cytopathic effect rescue, plate reader | hit rate 1.7% among 350,000 | CPE inhibition, % at 9.99 µM; in the data active = CPE inhibition above about 20%, passing the limit was not always enough; inconclusive = no clear call, values can overlap the other calls; tested in BHK-21 cells;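 also: 0% = median of neutral control wells and 100% = median of positive control wells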
F508del corr: correctors of CFTR F508del function in bronchial epithelial cells. CFBE cells, YFP halide quenching; stimulated with forskolin plus potentiator P3; % fluorescence drop versus neutral controls. activity (quench increase), % at 7.58 µM. hit rate 0.36% among 350,000. AID 720511;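 active = mean added fluorescence quench of at least 8% versus neutral control, with both replicates also reaching 8%; inconclusive = only one of the mean or replicate conditions met; inactive = mean below 8% and not both replicates reaching 8%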;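 also: cells transiently co-express mutant CFTR-F508del with the halide-sensitive YFP; corrector assay measuring rescue of mutant channel to the surface after 24 h compound exposure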
FN deposit inh: fibronectin deposition inhibition | inhibition, % at 12.6 µM | AID 743247 | AH1F fibroblasts, Alexa488-fibronectin deposition fluorescence, overnight | hit rate 0.086% among 350,000;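 active = mean inhibition across replicates of 30% or more, regardless of how many single replicates reach that level; inconclusive = mean under 30% yet at least half of replicates reach 30%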;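 also: positive control wells lacked labelled fibronectin entirely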
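Material: AH1F fibroblasts assembling fluorescent fibronectin matrix; amount: 10000 AH1F cells/well; medium: DMEM, 2% serum; reagent: Alexa488-fibronectin, 24 nM final in well; dosing: single compound dose, delivered by pin transfer; incubation: 1 h adhesion, overnight exposure; detection: fluorescence after three HBSS washes, excitation 485 nm, emission 525 nm; measure: fibronectin deposition inhibition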
Active calls of the source: *; ? = inconclusive; / = not tested or not shown; & = joins results of further samples; ! = not confirmed by another sample; [ ] = dose if it differs, or a comment. Compounds as they come; overall some 3.9% were active at least once.

Every second line gives: INS-1E GSIS act, PAX8 inh HTS, EWS-Fli inh, miR-122 sensor, DENV2 CPE rescue, F508del corr, FN deposit inh
Cc1cc(Cl)c2oc(C(=O)NCCN3CCOC3=O)c(C)c2c1
 : 10, -15, /, 7, -2, 0.5, 3
NC(=O)c1c(NC(=O)Cn2nc(C(=O)O)c3ccccc3c2=O)sc2c1CCC2
 : 3, -1, -3, 1, /, 1.8, -11
O=C(c1cnn(C(=O)CN2CCCC2=O)c1)c1ccccc1O
 : -4, -5, 6, /, -6, 1.4, 4
COc1ccc(S(=O)(=O)Nc2ccc3c(c2)C(=O)N([C@H](C)CO)C[C@H](C)[C@H](CN(C)Cc2ccccc2)OCCCC[C@@H](C)O3)cc1
 : 2, -14, -11, 5[16.7 µM], -7, 0.1, 0
O=C(Nc1c(C(=O)O)[nH]c2ccc(F)cc12)c1cccc(C(F)(F)F)c1
 : -23, 0, -14, /, 3, 1.9, 4
CCC(=O)Nc1ccc2c(c1)C(=O)N(C)[C@H]1CC[C@@H](CC(=O)NCc3ccc(OC)cc3)O[C@@H]1CO2
 : 0, -10, 1, 0[16.7 µM], 19, -1.4, -6
CCn1c2c(c3cc(Cl)ccc31)CCCC2=O
 : -6, -2, 3, 1, -5, -3.1, -15
O=C(NC1CC1)C1=C[C@@H](C2CCCCC2)C[C@@H](OCCCCO)O1
 : -13, -2&-14, -5&-10, -4, 39*!, -1.6&-1.8, -5
Cc1ccc(S(=O)(=O)N2CCCCC2)cc1NC(=O)c1c(-c2ccccc2)noc1C
 : 12, -4, 13, /, -5, 0.8, 13
COC(=O)[C@]1(Cc2ccccc2)N[C@H](CN(C)C(=O)Nc2ccc(C)cc2)[C@@H]2C(=O)N(C)C(=O)[C@@H]21
 : 65*, -4, 1, /, 10, -3.3, 0
COc1cc(OC)cc(-c2sc3ccc(OC)cc3c2-c2ccc(O)cc2)c1
 : /, -4, 5, 9, -9, 2.5, -8
CCOC(=O)c1c(C)c(C(=O)NCc2ccc3c(c2)OCO3)c(C)n1CC
 : -10, 5, /, /, /, /, -5
O=C(NNc1ccccc1F)c1ccccc1
 : 16, -6, -18, -7, 9, -2.0, -4
CCOc1ccc(N2CC(C(=O)Nc3ccccc3C(=O)N3CCOCC3)CC2=O)cc1 (centres undefined)
 : -9, 10, 0, -3, -1, 0.0, 2
OC[C@H]1[C@@H](c2ccccc2)C2(CN(CCC(F)(F)F)C2)N1Cc1ccncc1
 : 13, 3, 1, /, 13, 0.2, /
C[C@H](CO)N1C[C@H](C)[C@H](CN(C)C)Oc2ccc(NC(=O)Nc3ccc4c(c3)OCO4)cc2CC1=O
 : 4, 0, 2, -3[16.7 µM], 13, 2.4, /
COc1cccc(NC(=O)[C@@H](NC(=O)N2CCn3c2nc2ccccc23)C(C)C)c1
 : -33, 17, /, /, 0, 0.3, -3
O=S(=O)(NC1=NCCCCC1)c1ccc2sc(NS(=O)(=O)c3ccc4ccccc4c3)nc2c1
 : -24, 38, 14, 9, 20, 4.3, -11
CC(=O)C1=C(O)C(=O)N(c2ccc(C)cc2)C1c1ccc([N+](=O)[O-])cc1 (centres undefined)
 : -15, -3, -9, /, -7, -0.6, -4
O=C(Nc1ccccc1F)N1CCCCN2[C@@H](CO)[C@@H](c3ccc(C#Cc4ccccc4)cc3)[C@@H]2C1
 : -2, -2, /, -37[16.7 µM], -26, -0.6, /
Cc1ccc(NC(=O)CCc2c[nH]c3ccccc23)nc1
 : 2, -5, 20, -4, -5, 1.6, 9
O=C(C1CCC1)N1CC(=O)N2[C@H](CO)[C@H](c3ccc(-c4cccnc4)cc3)[C@H]2C1
 : 6, -1, -6, /, -16, -0.2, -2
O=C(Nc1ccc(F)cc1)N1CC(=O)N2[C@H](CO)[C@H](c3ccc(C#Cc4cccnc4)cc3)[C@H]2C1
 : -12, /, 1, /, 16, -4.0, 7
Cn1nc(C(C)(C)C)c([N+](=O)[O-])c1C(=O)NCCO
 : 15, ?, -3, /, -11, -1.8, 6
O=C(C1CCOCC1)N1CC(=O)N2[C@H](CO)[C@H](c3ccc(-c4ccccc4F)cc3)[C@@H]2C1
 : 5, /, /, /, 9, -1.8, /
CCN(CC(=O)Nc1c(F)cccc1F)C(=O)CCCOc1ccc(OC)cc1
 : -10, -8, 0, -5, 4, -2.7, 2
CN(C)c1ccc2c(c1)[C@H]1C[C@H](CC(=O)NCc3ccc4c(c3)OCO4)O[C@@H](CO)[C@H]1O2
 : -13, -3, -3, 6[16.7 µM], -4, -2.9, /
O=C(COC(=O)c1cc([N+](=O)[O-])ccc1N1CCOCC1)NC1CCCCC1
 : 3, -3, -3, 3, -2, 4.6, 2
COc1ccc(F)c(CN2CCCC(CNS(=O)(=O)c3cccc4cccnc34)C2)c1 (centres undefined)
 : 0, 3, /, -4, -1, -3.3, 17
COc1ccc(OC)c(C(O)c2coc3ccc(O)c(CN(C)C)c23)c1 (centres undefined)
 : /, 8, /, -9, /, /, -6

Carrying on:
Every second line gives: INS-1E GSIS act, PAX8 inh HTS, EWS-Fli inh, miR-122 sensor, DENV2 CPE rescue, F508del corr, FN deposit inh
C#Cc1ccc([C@@H]2C=C(C(=O)OCC=C)O[C@H](OCc3ccc(CO)cc3)C2)cc1
 : /, -4, -6, 2, 15, -0.7, 4
CCOC(=O)[C@]12CCC=C1N(Cc1ccc(Cl)cc1Cl)C(=O)[C@H](CC(=O)NCCc1ccccc1OC)C2
 : -34, 7, 2, /, -5, -0.7, /
C/C(=N\Nc1nc(C)cc(=O)[nH]1)C1CC1
 : -5, -5, -4, -7, ?, -1.0, -2
CNS(=O)(=O)c1ccc(NC(=O)Nc2cccc(F)c2)cc1
 : 15, -8, -4, /, 9, -1.7, 1
O=S(=O)(Oc1ccccc1)c1ccc(Cl)c(Cl)c1
 : 13, /, -25, /, 1, -0.9, -2
COc1ccccc1NC(=O)N(C)C[C@@H]1OCc2cn(nn2)CCCC(=O)N([C@@H](C)CO)C[C@H]1C
 : -1&14, -1&-1, 8&2&2, -3, -6&-9&-2, -0.4&2.5&2.3, -13&-7
NC(=O)CC(NC(=O)Cc1ccc(Cl)cc1)c1ccc(NCCOc2ccccc2)c([N+](=O)[O-])c1 (centres undefined)
 : /, 2, 4, /, 5, -0.4, -17
Cc1ccc(S(=O)(=O)NCC(=O)N(CC(=O)NCc2ccco2)Cc2cccs2)cc1
 : -3, /, -1, 2, 9, -2.3, /
O=C(CNC(=O)c1ccc2c(c1)OCO2)NCc1cccs1
 : -7, -17, 2, 2, 2, -3.4, /
CCC(NC(=O)CNC(=O)CNC(=O)c1ccc(Cl)cc1Cl)c1ccc(C)cc1 (centres undefined)
 : 0, 19, 13, /, 10, 1.5, -4
COc1ccc(CN(C)C[C@@H]2OCCCC[C@@H](C)Oc3ccc(NC(=O)Nc4cccc5ccccc45)cc3C(=O)N([C@H](C)CO)C[C@H]2C)cc1
 : -38, 42, 67*, 15[16.7 µM], 9, -3.3, /
C[C@@H]1CCCCO[C@@H](CN(C)Cc2ccc(C(=O)O)cc2)[C@@H](C)CN([C@H](C)CO)C(=O)c2cc(NC(=O)Cc3ccccc3)ccc2O1
 : 44, 24, -2, 5[16.7 µM], 4, -2.5, /
C[C@@H]1CN([C@@H](C)CO)C(=O)CCCn2cc(nn2)CO[C@@H]1CN(C)Cc1ccccc1
 : -4, /, -6, -3[16.7 µM], 2, -0.9, 2
S=C(Nc1ccc(Cl)cc1)N1CCN(Cc2ccccc2)CC1
 : -6, 12, 0, 2, -3, 0.7, /
CC(C)C(=O)N1C2CCC1CC(O)(c1ccc(F)cc1)C2 (centres undefined)
 : -3, 1, /, -8, /, /, -2
CN(C)CCCN(C(=O)c1ccc(C(=O)c2ccccc2)cc1)c1nc2ccc(F)cc2s1
 : /, 8, 8, 2, -4, 1.9, 3
CCC(=O)N1CC2(CCN(C(=O)CN3CCOCC3)CC2)c2c([nH]c3cc(OC)ccc23)[C@H]1CO
 : 0, -15, -6, /, 11, -0.3, /
N#CC1=C(N)Oc2n[nH]c(CSc3ccccc3)c2C12C(=O)Nc1ccccc12 (centres undefined)
 : -10, /, 25, -4, -5, -2.5, /
COc1ccccc1CN1CCN(C(c2ccccc2)c2ccccc2)CC1
 : -2, 1, 16, -3, -2, 0.2, 4
N#CC1=C(N)NC(SCc2ccc(Br)cc2)=C(C#N)C12CCCCC2
 : -22, -6, /, 3, /, /, 3
Cc1nc(/N=C(\N)NC(=O)N2c3ccccc3Sc3ccccc32)nc2ccccc12
 : -31, -9, /, 0, /, /, -1
Cc1ccc(-c2ccc([C@H]3[C@H](CO)N4C(=O)CN(C(=O)c5ccc(F)cc5)C[C@@H]34)cc2)cc1
 : 7, -17, 1, /, -6, 3.2, /
Cc1c(C(=O)N2CCN(Cc3ccccc3)CC2)oc2c1C(=O)CC(C)(C)C2
 : -10, -11, /, -1, -1, -0.5, -9
COc1ccc(C2(O)C(=O)Nc3ccc(C)cc32)cc1OC (centres undefined)
 : 3, 13, 5, -1, ?, -0.4, -2
O=C(CN(Cc1ccccc1Cl)C(=O)c1csnn1)NCc1ccc2c(c1)OCO2
 : -23, -5, 4, 5, 13, -2.5, -8
COc1cc(C(C)=O)ccc1OCC(=O)N1CCCC1c1ccc2c(c1)OCCCO2 (centres undefined)
 : 37, 8, 2, -2, -7, 1.8, /
O=P(CCCO)(Cc1ccccc1)Cc1ccccc1
 : 13, -5, 7, /, 10, -4.7, 3
CCN(CC)c1ccc(C(=O)OCc2c(C)noc2C)cc1
 : 10, 13, 4, /, ?, -2.0, 5
CCn1nc(NC(=O)COC)c2cc3cccc(C)c3nc21
 : -7, -11, 9, -1, 6, 1.9, 2
C[C@@H]1CN([C@@H](C)CO)C(=O)Cc2cc(NC(=O)c3ccncc3)ccc2O[C@H]1CN(C)S(=O)(=O)c1cccs1
 : 6, /, -4, -1[16.7 µM], 24*, 0.2, -9

(list continues)
Every second line gives: INS-1E GSIS act, PAX8 inh HTS, EWS-Fli inh, miR-122 sensor, DENV2 CPE rescue, F508del corr, FN deposit inh
COc1ccc(-c2nc(N)ncc2-c2ccc(Cl)cc2)c(O)c1
 : -6, 1, 9, -3, -2, 1.5, 8
O=C(Nc1ccon1)c1sc2cc(Cl)ccc2c1Cl
 : 29, -7, /, /, 9, -1.4, /
C[C@@H]1CCCCO[C@H](CN(C)C)[C@@H](C)CN([C@H](C)CO)C(=O)c2cc(NC(=O)Nc3ccc(C(F)(F)F)cc3)ccc2O1
 : 6, -2, -6, 0[16.7 µM], 19, -2.1, /
CC(=O)c1ccc(OCc2ccc(C(=O)c3ccccc3)cc2)cc1
 : -8, 7, 0, /, -7, -0.2, /
COC(=O)c1cc2c(N)c(C(=O)c3ccccc3)sc2nc1C(OC)OC
 : -7, 19, -6, /, -2, -0.8, 10
COc1ccc(CN2CCNC(=O)C2CC(=O)N2CCc3ccccc3C2)c(OC)c1 (centres undefined)
 : -7, 3, 7, -9, 9, 0.4, 2
O=C(Nc1ccc(S(=O)(=O)N2CCCC2)cc1)c1ccccc1
 : -10, 4, -4, -1, 0, -2.8, 3

Screens (PubChem BioAssay)
